# PAX8 reporter = PAX8 transcriptional activity inhibition; RMG-I TPO-luciferase reporter, SteadyGlo, 24 h; inhibition, % at 12.6 µM; hit rate 1.2% among 360,000; AID 652154;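 active means mean replicate inhibition at least 60% with every replicate also reaching 60%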;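 further: luciferase light reporting Pax8 driven TPO promoter activity; plate controls were median of neutral control wells for no effect and mitoxantrone controls for full effect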
# ARNT-TACC3 inh = disrupts binding between human ARNT and TACC3. Q9Y6A5. AlphaScreen His-ARNT PAS-B/GST-TACC3 binding, luminescence; TACC3 fragment carries E629A point mutation. inhibition, % at 9.99 µM. hit rate 0.66% among 390,000;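 active means mean inhibition of replicates at least 50% and at least half of replicates each reaching 50%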;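 further: 0% = complete ARNT plus TACC3 wells and 100% = ARNT alone without TACC3; many hits fall short of the cut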
# Active calls of the source: *. An excerpt; count on the stated rates, not on these rows.
SMILES,PAX8 reporter,ARNT-TACC3 inh
Nc1cc(N)nc(SCC(=O)NNC(=O)c2ccc(Cl)cc2)n1,5,-1
O=S(=O)(c1ccc(N2CCOCC2)cc1)N1CCOCC1,-8,-3
COc1ccc(/C=N/NC(=O)c2cccc([N+](=O)[O-])c2)cc1OC(=O)c1ccccc1,19,-3
COC(=O)Cn1nc(-c2ccc(C)c(S(=O)(=O)N(C)C)c2)c2ccccc2c1=O,15,31
O=C(Cc1ccccc1F)Nc1nc(-c2cccs2)cs1,-129,-13
CCCNC(=S)NC1CCCC1,-7,3
Cc1oc(=O)c(NC(=O)c2ccc(Cl)cc2)cc1C(=O)c1ccccc1,-1,-4
COc1ccc(C(c2nnnn2Cc2ccccc2)N2CCN(c3nc4ccccc4s3)CC2)cc1OC (stereo unspecified),24,-10
CCn1c(O)c(C=NCc2cccs2)c(=O)n(CC)c1=S,31,3
COc1ccc2oc(-c3ccccc3)c(C(N)=O)c2c1,-6,-10
Cc1cc2cc3c(cc2nc1SCC(=O)OC(C)C)OCO3,-92,-8
COc1ccc(OC)c(C(=O)CSc2nc3ncccc3[nH]2)c1,-1,1
CCOc1[nH]n(-c2ccc(Cl)cc2)c(=O)c1C=Nc1ccc(Cl)cc1,-11,-1
CCOC(=O)CC1C(=O)NCCN1S(=O)(=O)c1ccc(Cl)c(Cl)c1 (stereo unspecified),3,3
C=C(C)CNC(=S)/N=c1\scc(C)n1CC,-24,-3
COCC(=O)N1CCCc2ccccc21,4,-12
COc1cccc(Nc2nc3ccccc3n3nnnc23)c1,-106,-2
Cc1cc(=O)oc2cc(Oc3ncccn3)ccc12,-2,-2
CC(C)(C)NC(=O)CSc1nnnn1C(C)(C)C,-18,-3
Cc1csc(NC(=O)Nc2ccc(Cl)cc2)n1,-134,1
CCCc1nc2ccc(NC(=O)c3ccco3)cc2c(=O)n1Cc1ccccc1Cl,6,-3
CCOc1ccc(-c2nnc(NC(=O)CCCOc3cccc(C)c3)o2)cc1,17,-4
O=C(c1ncc[nH]1)c1ccco1,5,-1
c1ccc(-c2nnc(SCc3nc4ccccc4[nH]3)o2)cc1,20,-3
O=C(COC(=O)c1cccs1)NC1CCCCC1,0,0
Cc1ccc(C(=O)O)cc1S(=O)(=O)N1CCSCC1,-3,-17
Cc1nnc(Sc2c(N)n(C)c(=O)n(C)c2=O)s1,15,-5
O=C(CCCc1nc(-c2ccccc2)no1)N1CCOCC1,-11,0
O=C(CCCCn1c(=O)[nH]c2ccsc2c1=O)NCC1CCCO1 (stereo unspecified),-11,2
Cc1ccc(C)c(CSc2nnc(-c3ccccn3)n2N)c1,-9,-1
CCOC(=O)Nc1oc2ccccc2c(=O)c1C,11,1
N#CC1=C(N)N(c2ccc(Br)cc2)C2=C(C(=O)CCC2)C1c1cccnc1 (stereo unspecified),-2,3
Cc1ccc(S(=O)(=O)N(C)CC(=O)N2CCN(c3ccccn3)CC2)cc1,2,-3
COCCn1c(SCC(=O)Nc2nnc(C)s2)nnc1-c1cc2ccccc2cc1O,3,-1
COCc1cc(=O)[nH]c2cc(NC(=O)C3CC3)c(C)cc12,-3,1
CCOc1ccccc1Nc1nnc(SCC(=O)N2CCCC2)s1,-4,-5
CCC(=O)OC1(C#CCOc2ccc(OC)cc2)CCN(C)CC1,-2,11
CCCCc1ccc(NC=C2C(=O)OC3(CCCCC3)OC2=O)cc1,6,1
CCOc1ncccc1C(=O)OCC(=O)c1cc(C)n(Cc2ccco2)c1C,-142,7
COc1ccccc1-c1nc(-c2ccncc2)no1,-125,-21
O=C(COC(=O)c1ccc(S(=O)(=O)N2CCCC2)cc1)NCc1ccc(F)cc1,4,2
Cc1c(-n2c(SCC(=O)O)nnc2-c2ccccc2Cl)c(=O)n(-c2ccccc2)n1C,9,5
O=C(NC(=S)N(Cc1ccccc1)Cc1ccccc1)c1ccccc1F,7,-3
CCN(CC)S(=O)(=O)C1CCS(=O)(=O)C1 (stereo unspecified),-8,-6
CCN(CC)c1ccc(NC(=O)c2ccc(NC(=O)C3CCCO3)cc2)c(C)c1 (stereo unspecified),15,0
Cc1cc(Cl)c(S(=O)(=O)N2CCCC2)cc1OCC(=O)NC1CCCCC1,4,0
CC(=O)C1=C(O)C(=O)N(Cc2ccccc2)C1c1ccco1 (stereo unspecified),6,0
O=C(NC1CCCC1)C1CCCN1C(=O)Nc1ccc(Cl)cc1 (stereo unspecified),-6,3
COc1ccc(CNC(=O)NCc2ccc(OC)c(OC)c2)cc1OC,18,-3
O=C(Cn1nnc(-c2ccccc2)n1)N=Nc1c(O)[nH]c2ccccc12,18,-29
# (more compounds)
SMILES,PAX8 reporter,ARNT-TACC3 inh
COc1cc2c(cc1OC)C(C(=O)N1CCOCC1)C(c1cccs1)N(C)C2=O (stereo unspecified),-18,1
COC(=O)C1CC(c2c(OC)cc(OC)cc2OC)=NO1 (stereo unspecified),-1,-8
CCOC(=O)c1ccc(NC(=O)C2(c3ccccc3)CCCC2)cc1,-8,5
C/C(Cl)=C/Cc1c(C)[nH]c2ccc(C)cc2c1=O,-47,-11
O=C(CCc1ccc(S(=O)(=O)N2CCOCC2)cc1)NCCc1ccccn1,13,2
Cc1cc(C)c(NC2=NCC(=O)N2C2CCCCC2)c(C)c1,-12,-3
CCOc1ccc(C(=O)OCc2nnc(-c3cccs3)o2)cc1OC,9,24
O=S(=O)(Nc1ncnc2c1oc1ccccc12)c1ccc(Cl)s1,18,29
Cc1ccc2nc(N3CCN(c4cccc(C)c4C)CC3)c3nnnn3c2c1,-4,-2
O=C(O)CCn1c(=O)sc2ccccc21,-21,-4
Cc1nc2ccc(C(=O)O)cc2[nH]1,12,6
COc1ccccc1Nc1ncnc2c1cnn2-c1cccc(C)c1,-89,-8
COc1ccc(C(=O)Nc2nc3ccc(S(C)(=O)=O)cc3s2)cc1,-9,3
Cn1nc(C(F)(F)F)c2cc(NC(=O)OCC(C)(C)C)sc21,-14,9
COc1ccc(CCNC(=O)CN(C)S(=O)(=O)c2cccc3nsnc23)cc1OC,10,-9
COCC(=O)NCc1nc2ccccc2[nH]1,12,-1
CC1CCN(C(=O)CSc2nc3ccccc3s2)CC1,-80,-11
Cc1cc(NS(=O)(=O)N(C)C)ccc1C(C)C,-2,-10
O=C(NCc1ccco1)c1cc(-c2ccccc2)c(N2CCOCC2)s1,2,-4
O=C(CSc1n[nH]c(-c2cccs2)n1)NCc1cccs1,3,-9
COc1cccc(NC(=O)C(NCC(C)(C)CN(C)C)c2ccccc2)c1 (stereo unspecified),22,15
CC(=O)c1c(C)[nH]c(C(=O)CSc2nnc(C3CCCCC3)n2N)c1C,11,6
Cn1cnnc1SCc1ccc(C(=O)n2ncc(C#N)c2N)cc1,2,-8
CCOc1ccccc1N1CCN(C(=O)c2ccccc2)CC1,16,-5
CCc1nc2oc3ccccc3c(=O)c2c(=O)n1Cc1ccccc1,15,-2
COc1ccc2[nH]c3nc(SCC(=O)Nc4ccc5c(c4)OCO5)nnc3c2c1,13,-6
O=[N+]([O-])c1ccc(CSc2nc3ccccc3o2)cc1,-197,24
CCOc1ccc2nc(NC(=O)COC)sc2c1,-109,2
COCCCN1C(=O)c2ccc(C(=O)Nc3ccc(OC)cc3)cc2C1=O,-1,8
Cc1ccc(-n2nnnc2-c2cnc3ccc(Cl)cc3c2-c2ccccc2)cc1,29,-3
CC1(C)Cc2c(C#N)c(N3CCN(C(=O)c4ccco4)CC3)nc(Cc3ccccc3)c2CO1,35,12
O=C(CCSc1nnc(-c2ccncc2)o1)Nc1ccc(F)cc1,9,-2
Cc1noc(C)c1CSCC(=O)N1CCN(c2ccc(F)cc2)CC1,6,-1
O=c1[nH]c(-c2cccnc2)nc2ccccc12,3,-7
CCCOc1ccc(-c2nnn(CC(=O)Nc3cccc(C(=O)OC)c3)n2)cc1,-5,-4
Cc1sc2nc(CSc3nc4ccccc4c(=O)n3CCCN3CCOCC3)[nH]c(=O)c2c1C,7,5
CC1CCCCN1CCCNC(=O)c1ccc2c(=O)n(CCc3ccccc3)c(=O)[nH]c2c1 (stereo unspecified),5,-1
CCCCOC(=O)CSc1nc2c(cc1C#N)C(=O)CC(C)(C)C2,-38,1
c1csc(-c2cnc3ccccc3n2)c1,-144,-7
CCC(C)NS(=O)(=O)c1ccc(OCC(=O)NCc2ccc3c(c2)OCO3)cc1 (stereo unspecified),4,0
Fc1ccc(-c2nc3ccncc3[nH]2)cc1,-70,-2
Cc1cc(C)cc(N(CC(=O)NC2CC3CCC2C3)S(C)(=O)=O)c1 (stereo unspecified),5,-5
COc1ccc(OCC(=O)Nc2cccc3cccnc23)cc1,-10,1
O=C(c1ccc(Cl)cc1)c1ccc(OCC(O)CN2CCCCC2)cc1 (stereo unspecified),-1,-18
COc1ccc(N(CC(=O)NC2CCCC2)C(=O)c2csnn2)cc1,-13,1
COc1cccc(CC(NC(C)=O)C(=O)NC2CCN(c3nnnn3-c3ccccc3)CC2)c1 (stereo unspecified),-7,-6
Cc1ccc(C(C(=O)NCCc2ccccc2)N(C(=O)c2csnn2)C2CC2)o1 (stereo unspecified),3,28
CCC(CC)NC(=O)COC(=O)c1ccc(OCC(=O)Nc2ccccc2OC)c(OC)c1,7,-19
O=C(c1cccc2ccccc12)N1CCC(N2CCN(c3ccccc3)CC2)CC1,17,1
CCOC(=O)CSC1=Nc2ccccc2C2=NC(CC(=O)NCc3ccc4c(c3)OCO4)C(=O)N12 (stereo unspecified),4,2
# Next section.
SMILES,PAX8 reporter,ARNT-TACC3 inh
CC(C)(C)c1ccc(C(=O)N/N=C/c2cccc(Cl)c2)cc1,-94,0
COc1ccc(C2C(C#N)=C(N)Oc3n[nH]c(C)c32)cc1CN1CCN(c2ccc(F)cc2)CC1 (stereo unspecified),1,13
COc1ccc(S(=O)(=O)n2nc(OC(=O)c3ccc(C)cc3)cc2N)cc1,-8,0
Nn1c(SCC(=O)NCCC2=CCCCC2)nnc1C1CCCCC1,-3,-5
O=C(NCc1cccc(F)c1)C1CCN(S(=O)(=O)Cc2ccccc2)CC1,-19,5
Cc1nnc(NC(=O)CSc2nnc(CCc3nc4ccccc4[nH]3)n2C)s1,4,-5
CCn1c(Cc2ccccc2)nnc1SCC(=O)Nc1nc(C)cs1,-8,-5
O=C(CSCCO)Nc1ccccc1,-17,-1
CCCNC(=O)c1ccc(SC)cc1OC,-31,-9
COc1ccc(-c2cc(C(F)F)n3ncc(C(=O)N4CCN(C)CC4)c3n2)cc1,-18,-6
COC(=O)c1[nH]c(=O)c2ccccc2c1OCc1ccccc1,-2,3
COc1cc(C2C(C#N)=C(N)Oc3n[nH]c(-c4ccccn4)c32)cc(OC)c1OC (stereo unspecified),-10,71*
COC(=O)CC/C(O)=C1/C(=N)CC(C)(C)CC1=O,-2,-51
CC1CCN(C(=O)CCCOc2ccc(Cl)cc2)CC1,-53,1
COc1ccccc1N1CCN(S(=O)(=O)c2cccc(F)c2)CC1,11,-1
COc1ccc(C2C(C(=O)NC(C)C)c3ccccc3C(=O)N2C)cc1OC (stereo unspecified),-5,-3
COc1ccc(N2CCN(S(=O)(=O)/C=C/c3ccccc3)CC2)cc1,-8,1
CC(C)Oc1ccc(C(=O)N2CCCc3ccccc32)cc1,-22,-18
N/C(COc1ccc(F)cc1)=N\NC(=O)c1cccnc1Oc1ccccc1,-2,-1
CCCOc1cccc(/C=N/NC(=O)c2csc(C)c2C)c1,-18,-23

# Profiles, quoted from the list. Order of screens: PAX8 reporter, ARNT-TACC3 inh
# Listed for `COc1ccc(/C=N/NC(=O)c2cccc([N+](=O)[O-])c2)cc1OC(=O)c1ccccc1` = 19, -3
# Listed for `c1csc(-c2cnc3ccccc3n2)c1` = -144, -7
# Listed for `COCCCN1C(=O)c2ccc(C(=O)Nc3ccc(OC)cc3)cc2C1=O` = -1, 8
# Listed for `CCOc1[nH]n(-c2ccc(Cl)cc2)c(=O)c1C=Nc1ccc(Cl)cc1` = -11, -1
# Listed for `CCCNC(=O)c1ccc(SC)cc1OC` = -31, -9

# The list continues.
SMILES,PAX8 reporter,ARNT-TACC3 inh
CC(=O)OC(C(=O)NC1CCCCC1)c1ccc(C#N)cc1 (stereo unspecified),17,3
Cc1ccc(OCCn2c(Br)nc3c2c(=O)n(C)c(=O)n3C)cc1,-6,-3
CCOC(=O)CNC(=O)c1cn(CC)c(=O)c2cc(OC)c(OC)cc12,5,-2
Clc1cccc(Oc2cnc3ccccc3n2)c1,-43,-4
Cc1ccc(CNC(=O)c2cnc(-c3ccccn3)nc2C(F)(F)F)cc1,1,-2
CC(C)(C)c1ccc(C(=O)N2CCCCCC2=O)cc1,37,-2
Cc1oc(C(=O)O)cc1COc1ccc2c(C)cc(=O)oc2c1,-3,0
CCc1nnc(NC(=O)CSc2nnnn2C)s1,-34,-13
CCOC(=O)N1CCN(C(=O)c2oc3ccc(S(=O)(=O)N4CCCCCC4)cc3c2C)CC1,45,-6
COc1ccc(CCNC(=O)CCCn2c(=O)[nH]c3cc(OC)c(OC)cc3c2=O)cc1OC,-2,-6

# Shown as a hit in ARNT-TACC3 inh, of those listed so far:
mol | ARNT-TACC3 inh
COc1cc(C2C(C#N)=C(N)Oc3n[nH]c(-c4ccccn4)c32)cc(OC)c1OC (stereo unspecified) | 71*

# More records.
SMILES,PAX8 reporter,ARNT-TACC3 inh
N=c1c2c(-c3ccccc3)c(-c3ccccc3)oc2ncn1Cc1ccco1,30,20
O=C(c1ccco1)c1cc2c(ccc3ccccc32)oc1=O,-15,-1
CCOc1cc(C)c(S(=O)(=O)N2CCCC2)cc1C,2,-1
O=c1c2ccccc2nnn1CSc1nnc(Nc2ccccc2)s1,-45,-11
Cc1ccc(-n2ncc3c(NCc4ccc5c(c4)OCO5)ncnc32)c(C)c1,8,-13

# Structural class: those above containing a tert-butyl group.
SMILES,PAX8 reporter,ARNT-TACC3 inh
CC(C)(C)NC(=O)CSc1nnnn1C(C)(C)C,-18,-3
Cn1nc(C(F)(F)F)c2cc(NC(=O)OCC(C)(C)C)sc21,-14,9
CC(C)(C)c1ccc(C(=O)N/N=C/c2cccc(Cl)c2)cc1,-94,0
CC(C)(C)c1ccc(C(=O)N2CCCCCC2=O)cc1,37,-2

# Compound activity: PubChem BioAssay, Broad Institute
